# LmPK inhibitor = LmPK (Leishmania mexicana) enzyme inhibition | Potency, µM (titrated, usually from 57.5 µM), without a hit: at the highest dose activity change, negative = inhibition, most hits filed as inhibitors | hit rate 0.37% among 290,000 | AID 1721 | purified LmPK, Kinase-Glo ATP luminescence, 1 h
# Target sequence (Q27686 whole entry, looked up): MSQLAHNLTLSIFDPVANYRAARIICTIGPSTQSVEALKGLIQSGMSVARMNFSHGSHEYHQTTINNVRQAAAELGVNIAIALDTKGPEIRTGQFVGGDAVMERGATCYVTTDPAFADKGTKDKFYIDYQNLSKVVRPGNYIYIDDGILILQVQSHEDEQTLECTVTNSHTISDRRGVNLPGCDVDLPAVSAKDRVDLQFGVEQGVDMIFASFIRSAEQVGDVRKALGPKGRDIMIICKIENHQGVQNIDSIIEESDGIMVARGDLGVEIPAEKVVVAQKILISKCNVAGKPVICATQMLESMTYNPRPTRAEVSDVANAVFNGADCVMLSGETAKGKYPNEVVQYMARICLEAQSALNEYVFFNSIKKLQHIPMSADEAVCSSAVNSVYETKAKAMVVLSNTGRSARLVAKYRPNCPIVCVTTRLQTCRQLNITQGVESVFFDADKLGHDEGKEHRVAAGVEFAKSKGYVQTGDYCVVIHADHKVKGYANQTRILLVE
#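 qHTS format; LmPK 0.1 nM; substrates PEP 0.5 mM and ADP 0.1 mM. One-hour room-temperature incubation, then coupled luciferase luminescence; 0.5 nM enzyme wells mark activation.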
# Pf growth 48h = P. falciparum growth inhibition at 48 hours (one generation); P. falciparum luciferase growth in erythrocytes, 48 h; Potency, µM (top dose mostly 28.7 µM), for the others: at the highest dose activity change, negative = inhibition, actives largely listed as inhibitors; hit rate 5.9% among 310,000; AID 504832
#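 Luciferase-expressing parasites in RBCs, 2% Hct / 0.1% parasitemia final; RPMI 1640 + 0.5% Albumax; 37 C, 5% CO2, one generation; luminescence read-out, lower signal = inhibition.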
# Pf growth 96h = P. falciparum growth inhibition at 96 hours; hit rate 6.9% among 320,000; Potency, µM (titrated, usually from 28.7 µM), for the others: top-dose activity change, negative = inhibition, most hits filed as inhibitors; P. falciparum luciferase reporter growth, 96 h
#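 Two-generation exposure (96 h) targets delayed-death phenotype. Reporter parasites carrying integrated firefly luciferase, in red cells at 2% hematocrit and 0.05% parasitemia final, kept at 37 C, 5% CO2; luminescence loss indicates inhibition.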
# HCV inhibitor = HCV inhibition. Potency, µM (titrated, usually from 41.8 µM), for inactives: at the top dose activity change, negative = inhibition, most hits filed as inhibitors. Huh7.5.1 HCVcc-Cre infection, luciferase reporter, 44 h. hit rate 3.4% among 340,000
#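 HCVcc-Cre virus at an moi near 0.5 was added right after compound to cells cultured 4 h from seeding (1,000 cells/well). Luciferase activity was determined 44 h later, 15 min after substrate addition at RT.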
# TbPYK inhibitor = T. brucei pyruvate kinase inhibition. Q57TT1. TbPYK enzyme, Kinase-Glo Plus ATP luminescence, 45 min. Potency, µM (series often up to 76.8 µM), for the others: at the top dose activity, negative = inhibition, usual class: inhibitors. hit rate 0.12% among 410,000. AID 624173; further: nearly all actives have a fitted effect of over 50% in size
#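 Glycolytic pyruvate kinase of T. brucei was incubated with substrate, test compound and 130 uM ADP for 45 minutes at room temperature. Luminescent Kinase-Glo Plus signal was measured after 10 minutes.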
# Sm TGR inh = inhibitors of Schistosoma mansoni thioredoxin glutathione reductase; Q962Y6; purified TGR, DTNB reduction, TNB absorbance 405 nm; Potency, µM (doses to about 114 µM), for inactives: at the top dose activity change, negative = inhibition, usual class: inhibitors; hit rate 3% among 360,000; AID 485364; further: nearly all actives have a fitted effect of over 60% in size
#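 First, TGR (20 nM dispensed) and NADPH were mixed with compound. Second, a 15 min room-temperature incubation followed. Third, further NADPH and then DTNB were added to start the reaction. Finally, TNB absorbance was monitored kinetically.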
# The depositor's hits bear a star; ? = inconclusive; · = no result given; & = joins results of further samples; [ ] = dose if it differs, or a comment. The call rests on the fitted dose curve; in most records, active means well fitted curve in the direction sought with a large enough effect; inconclusive means small, poorly fitted or top-dose-only effect, or another doubt; inactive means no such curve, though single readings can be large; an effect the other way counts as inactive or inconclusive. On the % scale 0 is the no-effect control and ±100 the full control effect; potency means the concentration at half of the fitted maximal effect.
SMILES	Pf growth 48h	Pf growth 96h	TbPYK inhibitor	LmPK inhibitor	HCV inhibitor	Sm TGR inh
C[C@H]1O[C@@H](OC2CC[C@]3(C=O)[C@H]4CC[C@]5(C)[C@@H](C6=CC(=O)OC6)CC[C@]5(O)[C@@H]4CC[C@]3(O)C2)CC2OC(C)(C)OC21 (some centres undefined)	·	?	5%	0%	1µM*	0%
COc1ccc(-n2nc(C(=O)N3CCCCC3)c(C)c(C#N)c2=O)cc1	-8%	15%	-4%	4%	-13%	11%
O=[N+]([O-])C1=CC=C2C(=NC3(CCCCC3)N2O)C1=NCCO	49%[activator]	70%[activator]	-19%	-29%	?	?
COc1ccccc1CNC(=O)C1COc2ccccc2O1 (centres undefined)	47%[activator]	·	2%	7%	-24%	-6%
COCCSc1ccccc1C(=O)NCc1cccnc1	50%[activator]	-2%	-2%	4%	6%	6%
CCCCNC(=O)C1CC(=O)N(C2CCCCC2)C1 (centres undefined)	20%	47%[activator]	-7%	-1%	18%	-7%
COc1ccc(-n2c(=S)[nH]c3cc(C(=O)N(C)Cc4ccccc4)ccc3c2=O)cc1	-21%	?	-2%	1%	?	-2%
CC(C)=NNc1nc2c(c(=O)[nH]c(=O)n2C)n1CCc1ccccc1	-11%	-9%	-2%	-13%	?	-15%
O=C(CNC(=O)c1ccccc1Br)NCCSc1ccc(Br)cc1	?	9%	2%	·	-3%	8%
O=C(OCC(=O)N1CCN(S(=O)(=O)c2ccccc2)CC1)c1ccc([N+](=O)[O-])o1	-30%[5.75 µM]	9%	-2%	-2%	2%	-35%

# In the list so far, 2 have a nitro group on carbon:
SMILES	Pf growth 48h	Pf growth 96h	TbPYK inhibitor	LmPK inhibitor	HCV inhibitor	Sm TGR inh
O=[N+]([O-])C1=CC=C2C(=NC3(CCCCC3)N2O)C1=NCCO	49%[activator]	70%[activator]	-19%	-29%	?	?
O=C(OCC(=O)N1CCN(S(=O)(=O)c2ccccc2)CC1)c1ccc([N+](=O)[O-])o1	-30%[5.75 µM]	9%	-2%	-2%	2%	-35%

# Copied from above, two compounds:
SMILES	Pf growth 48h	Pf growth 96h	TbPYK inhibitor	LmPK inhibitor	HCV inhibitor	Sm TGR inh
O=C(CNC(=O)c1ccccc1Br)NCCSc1ccc(Br)cc1	?	9%	2%	·	-3%	8%
O=C(OCC(=O)N1CCN(S(=O)(=O)c2ccccc2)CC1)c1ccc([N+](=O)[O-])o1	-30%[5.75 µM]	9%	-2%	-2%	2%	-35%

# Further records follow.
SMILES	Pf growth 48h	Pf growth 96h	TbPYK inhibitor	LmPK inhibitor	HCV inhibitor	Sm TGR inh
Cc1noc(C)c1C(=O)N1CCC(C(=O)c2ccccc2)CC1	6%	12%	5%	7%	28%	-6%
O=C(COC(=O)CCc1nc2ccccc2s1)Nc1nc(-c2ccccc2)cs1	40%[activator]	38%[activator]	7%	3%	7%	-3%
Cc1cccc(C(=O)OC(C)CN2CCCC2)c1 (centres undefined)	-4%	?	1%	-2%	12%	1%
O=C(CSc1n[nH]c(-c2ccccc2)n1)NCc1cccc(C(=O)O)c1	2%	-3%	-1%	6%	20%	1%
CS/C(=C\[N+](=O)[O-])Nc1ccc(Cl)cc1	·	?	1%	9%	0%	0.1µM*
Cc1cccc(C)c1NC(=O)CS(=O)CC(=O)NC1CCCc2ccccc21 (centres undefined)	0%	?	-3%	3%	?	0%
N/C(Cc1cccc2ccccc12)=N\OC(=O)c1ccc(Br)o1	?	22%	·	3%	·	45µM*
COc1cnc(-c2ccccn2)nc1Oc1ccc(C(C)(C)C)cc1	1.7µM*	0.33µM*	-3%	2%	10µM*	-12%
O=C(OCC(=O)N1CCc2ccccc21)c1cccnc1Cl	96%[activator]	94%[activator]	-1%	-25%	-1%	5%
COc1ccc(C2N(C(=O)C(F)(F)F)C(C)CN2S(=O)(=O)c2ccc(C)cc2)cc1 (centres undefined)	-14%	32%[activator]	0%	2%	16%	-6%
O=C1CCC/C(=N/NC(=O)c2cc(NS(=O)(=O)c3cccs3)cc(NS(=O)(=O)c3cccs3)c2)C1	1%	2%	-5%	18%	15%	?
CCC(CC)C(=O)NC1CCSC1=O (centres undefined)	0%	111%[activator]	-8%	-3%	6%	7%
COc1ccc(C(=O)NC2CC3CCCC(C2)N3CC(C)C)cc1OC (centres undefined)	8%	70%[activator]	-8%	-2%	-12%	3%
Cc1cccc(NC(=O)NNC(=O)c2nn(C)cc2Br)c1	0%	-2%	2%	-1%	30%[activator]	2%
Cn1c(CNC(=O)c2ccccc2F)nnc1SCC(=O)N1CCN(c2ccccc2)CC1	0%	138%[activator][5.75 µM]	5%	0%	14%	-3%
CC1=CSC2=NC(=O)/C(=C\c3cccn3-c3ccccc3)C(=N)N12	1%	474%[activator]	-8%	2%	-14%	-1%
Cc1ccc(Nc2nc(C(=O)N3CCC(C(=O)NCCN4CCOCC4)CC3)cs2)cc1	?	4.7µM*	-3%	-1%	19%&11%	-11%
CN(C)S(=O)(=O)c1ccc(C(=O)N2CCOCC2)cc1	·	0%	·	-11%	10%	-3%
OCCC1CN(CCCn2cccn2)CCN1Cc1ccccc1 (centres undefined)	39%[activator]	?	0%	-1%	5%	5%
O=C(CC1C(=O)NCCN1C(=O)Nc1ccc(Cl)cc1)Nc1ccc(F)cc1 (centres undefined)	-19%	24%	-3%	5%	-1%	13%
Cc1ccc(S(=O)(=O)N2CCN(C(=O)COC(=O)c3ccc(C(C)(C)C)cc3)CC2)c(C)c1	-12%	?	2%	5%	-7%	-22%
Cc1c(CCC(=O)N2CCC[C@H]2C(=O)O)c(=O)oc2cc3oc4c(c3cc12)CCCC4	?	?	3%	-11%	10%	7%
CCOC(=O)COc1c(-c2ccc(OC)cc2)oc2ccccc2c1=O	35%[activator]	-6%	4%	3%	-12%	3%
COc1ccc(CN2CCNC(=O)C2CC(=O)NCc2cc(C)n(C)n2)c(F)c1 (centres undefined)	-6%	?	-3%	-8%	-2%	20µM*
c1ccc(-c2ccc(CN3C[C@@H]4C(c5ccccc5)C5(c6cccnc6)CC4(C5)[C@H]3c3ccccc3)cc2)cc1 (some centres undefined)	2.9µM*	4.1µM*	-1%	6%	-1%[8.37 µM]	?
CCc1ccc(CN(C)C(=O)c2cccc(S(=O)(=O)Nc3ccccc3OC)c2)cc1	10µM*	?	1%	·	-29%	3%
O=C(CN(Cc1ccccc1)C(=O)c1ccco1)NCc1ccc(F)cc1	-7%	-22%	-1%	2%	-5%	0%
CN(CC(=O)NC1CCCc2ccccc21)S(=O)(=O)c1cccs1 (centres undefined)	-11%	?	-13%	1%	-28%	-6%
CCCn1c2c(c(O)c(C(=O)Nc3nc(C)cs3)c1=O)CCCC2	18%	-2%	·	0%	·	-2%
CCc1csc(CCNC(=O)C2CCC(=O)N(Cc3cccc(C(F)(F)F)c3)C2)n1 (centres undefined)	0%	-1%	-1%	-7%	27%	1%

# The closing 7 compounds of the part before come first, to join the parts:
SMILES	Pf growth 48h	Pf growth 96h	TbPYK inhibitor	LmPK inhibitor	HCV inhibitor	Sm TGR inh
COc1ccc(CN2CCNC(=O)C2CC(=O)NCc2cc(C)n(C)n2)c(F)c1 (centres undefined)	-6%	?	-3%	-8%	-2%	20µM*
c1ccc(-c2ccc(CN3C[C@@H]4C(c5ccccc5)C5(c6cccnc6)CC4(C5)[C@H]3c3ccccc3)cc2)cc1 (some centres undefined)	2.9µM*	4.1µM*	-1%	6%	-1%[8.37 µM]	?
CCc1ccc(CN(C)C(=O)c2cccc(S(=O)(=O)Nc3ccccc3OC)c2)cc1	10µM*	?	1%	·	-29%	3%
O=C(CN(Cc1ccccc1)C(=O)c1ccco1)NCc1ccc(F)cc1	-7%	-22%	-1%	2%	-5%	0%
CN(CC(=O)NC1CCCc2ccccc21)S(=O)(=O)c1cccs1 (centres undefined)	-11%	?	-13%	1%	-28%	-6%
CCCn1c2c(c(O)c(C(=O)Nc3nc(C)cs3)c1=O)CCCC2	18%	-2%	·	0%	·	-2%
CCc1csc(CCNC(=O)C2CCC(=O)N(Cc3cccc(C(F)(F)F)c3)C2)n1 (centres undefined)	0%	-1%	-1%	-7%	27%	1%
Fc1cccc(Cl)c1Cn1ncc2ccccc21	41%[activator]	11%	6%	-6%	-15%	10%
CC(=O)Nc1cccc(OCc2cnc(Cl)s2)c1	34%[activator]	0%	-1%	-2%	6%	2%
Cc1ccc(C)c(SCC(=O)c2ccc[nH]2)c1	22%	21%	1%	5%	-6%	0%
Cc1ccccc1-n1nc2c(c1NC(=O)c1cc3ccccc3o1)CS(=O)(=O)C2	?	-16%	-1%	·	3%	-19%
CCOc1cccc(C(=O)NC(=S)Nc2ccccc2)c1	245%[activator]	-20%	-14%	2%	8%	40µM*
COc1ccc(N2CCN(C(=O)C3CCN(C(=O)c4cccc(Cl)c4)CC3)CC2)cc1	-22%	7%	0%	5%	?	0%
COc1ccc(-n2c(N)c(C(=O)NCc3ccco3)sc2=S)cc1	?	?	3%	4%	6%	-1%
O=C(NNC(=S)NC(=O)c1cccs1)c1ccc(O)cc1	2%	?	-14%	-2%	-6%	-19%
CN(CC(=O)Nc1cccc(F)c1)C(=O)Cn1c(=O)cnc2ccccc21	?	-5%	-15%	·	1%	-3%
Cc1nnc(SCC(=O)Nc2ccc3c(c2)OCCO3)s1	?	-52%	2%	-1%	0%&-1%	-22%
O=C(Nc1ccc(Cl)cc1Cl)c1csc(-c2cccnc2)n1	90%[activator]	-4%	2%	-4%	24%	8%
CCOc1ccc(S(=O)(=O)Nc2cccc(C(=O)NCC(c3ccc(OC)cc3)N3CCOCC3)c2)cc1 (centres undefined)	-11%	?	-6%	3%	-23%	3%
COC(=O)c1c(N)sc2c1CCN(c1ncc(C(F)(F)F)cc1Cl)C2	?	·	-9%	0%	?	4%
COc1cc(C2N(c3ccccc3)CCN2c2ccccc2)ccc1OC(C)=O	20%	-14%	0%	3%	-11%	-4%
COc1ccc(OCC(=O)N2CCN(Cc3ccc(SC)cc3)CC2)cc1	7%	13%	16%&-5%	-2%	?	13%&-7%
CC(=O)c1sc(NC(=O)CCNC(=O)c2ccco2)nc1-c1ccccc1	-13%	?	5%	-8%	-22%	-2%
COc1ccc(NC(=O)c2ccco2)cn1	72%[activator]	89%[activator]	-7%	4%	1%	-6%
Cc1oc(-c2ccccc2)cc1C(=O)Nc1ccc2ccccc2c1	65%[activator]	54%[activator]	3%	0%	2%	-7%
CC1CCC(NCC(O)c2ccccc2)CC1 (centres undefined)	·	6.6µM*	2%	-9%	-20%	1%
CC1Cc2cc(/C(O)=C3/C(=O)C(=O)N(CCCn4ccnc4)C3c3ccco3)ccc2O1 (centres undefined)	226%[activator]	0.21µM*	1%	3%	13%	-34%
O=S(=O)(c1ccc2nc(N3CCN(c4ccccc4F)CC3)ccc2c1)N1CCCCC1	10%	?	2%&4%	-4%	5%	5%&-5%
COCCN(CC(=O)Nc1cccc(S(=O)(=O)N2CCCC2)c1)Cc1nc2ccccc2c(=O)[nH]1	10µM*	?	3%	·	?	-24%
O=C(COC(=O)CNC(=O)c1cccc([N+](=O)[O-])c1)Nc1ccccc1OC(F)F	5%	14%	0%	0%	10%	4%

# Pulled by compound from the entries so far (3):
SMILES	Pf growth 48h	Pf growth 96h	TbPYK inhibitor	LmPK inhibitor	HCV inhibitor	Sm TGR inh
CCc1csc(CCNC(=O)C2CCC(=O)N(Cc3cccc(C(F)(F)F)c3)C2)n1 (centres undefined)	0%	-1%	-1%	-7%	27%	1%
O=C(OCC(=O)N1CCc2ccccc21)c1cccnc1Cl	96%[activator]	94%[activator]	-1%	-25%	-1%	5%
Cn1c(CNC(=O)c2ccccc2F)nnc1SCC(=O)N1CCN(c2ccccc2)CC1	0%	138%[activator][5.75 µM]	5%	0%	14%	-3%

# Random draw from the library (roughly 16% active in at least one column).
